Bioassay records: PubChem BioAssay, National Center for Advancing Translational Sciences (NCATS)
HCV inhibitor = HCV inhibition; hit rate 3.4% among 340,000; Potency, µM (doses to about 41.8 µM), inactives show top-dose activity change, negative = inhibition, actives largely listed as inhibitors; Huh7.5.1 HCVcc-Cre infection, luciferase reporter, 44 h; AID 651820
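Infectious HCVcc-Cre (~0.5 moi) was added to cells just after compound, with cells seeded 4 h earlier at 1,000 per well. Luciferase activity after 44 h culture reported infection; substrate was incubated 15 min at room temperature before reading.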
TbPYK inhibitor = blocks Trypanosoma brucei pyruvate kinase; Potency, µM (highest dose often 76.8 µM), inactives show top-dose activity, negative = inhibition, usual class: inhibitors; hit rate 0.12% among 410,000; AID 624173; TbPYK enzyme, Kinase-Glo Plus ATP luminescence, 45 min; note: nearly all actives have a fitted effect of over 50% in size
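TbPYK + substrate in 50 mM TEA pH 7.2, 100 mM KCl, 10 mM MgCl2, 0.05% BSA, 0.01% Tween-20; cpd pinned; ADP 130 uM final; 45 min RT; Kinase-Glo Plus 10 min; luminescence endpoint.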
LmPK inhibitor = LmPK (Leishmania mexicana) enzyme inhibition. Q27686. Potency, µM (top dose mostly 57.5 µM), for inactives: top-dose activity change, negative = inhibition, most hits filed as inhibitors. hit rate 0.37% among 290,000. purified LmPK, Kinase-Glo ATP luminescence, 1 h
Target sequence (Q27686 whole entry, looked up): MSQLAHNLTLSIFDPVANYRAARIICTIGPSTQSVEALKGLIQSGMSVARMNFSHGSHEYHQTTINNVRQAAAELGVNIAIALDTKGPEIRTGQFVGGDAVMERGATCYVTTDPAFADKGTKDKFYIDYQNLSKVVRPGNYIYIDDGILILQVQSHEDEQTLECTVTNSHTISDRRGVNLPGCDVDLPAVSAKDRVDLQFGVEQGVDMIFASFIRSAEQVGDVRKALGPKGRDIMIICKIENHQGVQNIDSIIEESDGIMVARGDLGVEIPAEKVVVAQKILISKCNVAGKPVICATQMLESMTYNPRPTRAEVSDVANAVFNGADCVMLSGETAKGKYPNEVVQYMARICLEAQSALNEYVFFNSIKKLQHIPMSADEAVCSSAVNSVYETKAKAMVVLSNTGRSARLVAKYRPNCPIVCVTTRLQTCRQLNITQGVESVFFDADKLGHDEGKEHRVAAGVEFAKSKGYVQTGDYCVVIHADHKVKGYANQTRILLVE
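Purified LmPK (0.1 nM) converted ADP (0.1 mM) to ATP with PEP (0.5 mM) in imidazole buffer pH 7.2 with KCl and MgCl2, 1 h at room temperature. ATP was read by Kinase-Glo luminescence; data normalized to uninhibited and no-enzyme controls.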
Pf growth 48h = inhibits P. falciparum growth in the first generation, 48 h; Potency, µM (titrated, usually from 28.7 µM), for the others: at the highest dose activity change, negative = inhibition, usual class: inhibitors; AID 504832; hit rate 5.9% among 310,000; P. falciparum luciferase growth in erythrocytes, 48 h
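Firefly luciferase activity from engineered P. falciparum reports growth; inhibitors lower the luminescent signal. Cultures contained 2% hematocrit erythrocytes at 0.1% final parasitemia.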
Pf growth 96h = inhibits malaria parasite growth, 96 h. P. falciparum luciferase reporter growth, 96 h. Potency, µM (series often up to 28.7 µM), for the others: at the highest dose activity change, negative = inhibition, actives largely listed as inhibitors. hit rate 6.9% among 320,000
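Luminescence readout: decreased luciferase signal marks inhibited growth of reporter-expressing P. falciparum in infected red cells (2% hematocrit, 0.05% parasitemia final), exposed to compound two generations (96 h, 37 C, 5% CO2).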
Sm TGR block = S. mansoni TGR enzyme inhibition; purified TGR, DTNB reduction, TNB absorbance 405 nm; AID 485364; Potency, µM (titrated, usually from 114 µM), for the others: at the highest dose activity change, negative = inhibition, hits mostly inhibitors; hit rate 3% among 360,000; note: nearly all actives have a fitted effect of over 60% in size
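TGR 20 nM + NADPH 100 uM (dispensed conc.), cpd preinc 15 min RT; start with NADPH (500 uM addition) then DTNB (15 mM addition). Kinetic TNB absorbance, 405 nm filter. Four-parameter Hill fit across titration.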
Active calls of the source: *; i = inactive; u = inconclusive; x = no result given; & = joins results of further samples; [ ] = dose if it differs, or a comment. Calls come from the whole dose curve; as a rule, active = well fitted curve in the direction sought with a large enough effect; inconclusive = small, poorly fitted or top-dose-only effect, or another doubt; inactive = no such curve, though single readings can be large; an effect the other way counts as inactive or inconclusive. % is set by controls: 0 for no effect and ±100 for the full control effect; potency is the fitted concentration of half-maximal effect. Rows were taken by chance; 16% or so of the library scored in one or more.

Short forms – A = HCV inhibitor; B = TbPYK inhibitor; C = LmPK inhibitor; D = Pf growth 48h; E = Pf growth 96h; F = Sm TGR block
Cc1csc(NC(=O)c2cc(-c3ccco3)nc3ccccc23)n1
  A = -28% | B = -6% | C = -3% | D = 9% | E = 69%[activator] | F = u

CCCCC(=O)N/N=C/c1sccc1C
  A = -11% | B = -5% | C = 1% | D = 32%[activator] | E = 59%[activator] | F = -2%

COc1cc(Cc2cc(N)nc(N)n2)cc(OC)c1OC
  A = -2% | B = -2% | C = 5% | D = u | E = u | F = -1%

CCN(CC)c1ccc(NC(=O)CSc2nc3ccccc3c(=O)n2-c2cc(S(=O)(=O)N(C)C)ccc2C)cc1
  A = u | B = -11% | C = 4% | D = 8.3µM* | E = u | F = -7%

COc1ccc(C(=O)N(CCCO)Cc2cc3c(C)ccc(C)c3[nH]c2=O)cc1OC
  A = 5% | B = 7% | C = -2% | D = 18% | E = -19% | F = 10%

CCN(CC(=O)Nc1c(F)cccc1F)C(=O)CCNC(=O)c1ccc([N+](=O)[O-])cc1
  A = -6% | B = 2% | C = x | D = -7% | E = -2% | F = -1%

O=C(COc1c(Cl)cccc1Cl)Nc1ccccc1N1CCCC1
  A = -18% | B = -5% | C = 0% | D = u | E = u | F = 0%

Cc1ccc(NS(=O)(=O)c2ccc3c(c2)CCC(=O)N3)cc1
  A = u | B = 2%&3% | C = x | D = -24% | E = -28% | F = 0%

O=C(Nc1ccc2c(c1)OCO2)c1ccc(N2CCCC2)c([N+](=O)[O-])c1
  A = u | B = -8% | C = 0% | D = 1% | E = u | F = -4%

Fc1ccc(Nc2nc(N3CCOCC3)nc(N3CCOCC3)n2)cc1
  A = -29% | B = 3% | C = -5% | D = -14% | E = 13µM* | F = -2%

COc1ccc(C2=NOC(C(=O)NCc3cccs3)C2)cc1 (centres undefined)
  A = -22% | B = 7% | C = 8% | D = x | E = x | F = -7%

CC(C)NC(=S)Nc1ccc2cn[nH]c2c1
  A = 23% | B = -5% | C = 3% | D = 0% | E = 11% | F = 0%

COc1ccc(NC(=O)c2cc(SC)ccc2Cl)cc1
  A = 4% | B = -4% | C = 4% | D = -7% | E = -12% | F = -14%

COc1ccc(Cl)cc1-c1n[nH]c(=S)n1C1CCCCC1
  A = 19% | B = u | C = 7.1µM* | D = u | E = x | F = 0%

O=C(O)CCC(=O)N1N=C(c2c(-c3ccccc3)c3cc(Cl)ccc3[nH]c2=O)CC1c1cccs1 (centres undefined)
  A = 22% | B = -1% | C = 4% | D = -14% | E = u | F = -8%

The last 2 records of the part before lead into the next:
Short forms – A = HCV inhibitor; B = TbPYK inhibitor; C = LmPK inhibitor; D = Pf growth 48h; E = Pf growth 96h; F = Sm TGR block
COc1ccc(Cl)cc1-c1n[nH]c(=S)n1C1CCCCC1
  A = 19% | B = u | C = 7.1µM* | D = u | E = x | F = 0%

O=C(O)CCC(=O)N1N=C(c2c(-c3ccccc3)c3cc(Cl)ccc3[nH]c2=O)CC1c1cccs1 (centres undefined)
  A = 22% | B = -1% | C = 4% | D = -14% | E = u | F = -8%

CC(C)(C)C(=O)NCCN1CCN(C(=O)C(C)(C)C)CC1
  A = 8% | B = 0% | C = 0% | D = -6% | E = -13% | F = 0%

CCOC(=O)/C=c1\s/c(=C\c2ccc(C#N)cc2)c(=O)n1CC(=O)Nc1cccc(C)c1C
  A = -1% | B = -4% | C = -2% | D = u | E = u | F = -5%

O=C(c1cc(-c2ccccc2)on1)N1CCN(Cc2ccc3c(c2)OCO3)CC1
  A = -10% | B = 2% | C = 3% | D = -14% | E = u | F = 3%

Cc1cc(=O)[nH]c(/N=C(\N)Nc2ccc3c(c2)OCCO3)n1
  A = 13% | B = 1% | C = 5% | D = 24% | E = 16% | F = 19%

CCOC(=O)C1CCN(S(=O)(=O)c2ccc(OC)c(C(=O)N3CCCCC3)c2)CC1
  A = -4% | B = 5% | C = -7% | D = 6% | E = 2% | F = -7%

COc1ccc(CC(=O)Nc2ccccc2N2CCCC2)cc1
  A = -6% | B = -6% | C = -5% | D = u | E = u | F = 1%

COc1ccc(N(CC(=O)NN=C2CCCCCCC2)S(=O)(=O)c2ccccc2)cc1Cl
  A = 11% | B = -10% | C = 0% | D = x | E = -27% | F = -15%

O=C(CCC1CCCN(C(=O)c2ccc3cc[nH]c3c2)C1)NCc1ccc(F)c(F)c1 (centres undefined)
  A = -4% | B = 1% | C = -3% | D = u | E = u | F = 14%

Cc1ccc(C)c(OCC(=O)Nc2ccccc2C(=O)NC2CC2)c1
  A = u | B = -8% | C = -8% | D = -2% | E = -18% | F = -27%

COCCCN1C(=O)C(=O)/C(=C(/O)c2ccc(S(=O)(=O)N3CCOCC3)cc2)C1c1ccc(C)cc1 (centres undefined)
  A = 8% | B = 6% | C = -5% | D = -18% | E = -2% | F = u

CCN1CCN(c2ncnc3sc4c(c23)CCC(C)C4)CC1 (centres undefined)
  A = u | B = 1% | C = 0% | D = u | E = -2% | F = -10%

O=[N+]([O-])c1c(NCc2ccco2)ccc2nonc12
  A = -4% | B = 1% | C = 1% | D = 3% | E = 10% | F = -22%

O=c1[nH]c2ccc(Cl)cc2c(-c2ccccc2)c1[N+](=O)[O-]
  A = -8% | B = 1% | C = -3% | D = 18% | E = u | F = -13%

CCCOC(=O)c1ccc(NC(=O)COC)cc1
  A = 7% | B = -3% | C = 8% | D = x | E = 99%[activator] | F = -4%

COC(=O)c1c(N2C(=O)CC(Sc3ccccc3C(=O)O)C2=O)sc(C)c1C (centres undefined)
  A = 6% | B = -3% | C = -4% | D = u | E = -23% | F = 4.5µM*

Shown with each value named: part of the list above
COc1ccc(CC(=O)Nc2ccccc2N2CCCC2)cc1
  HCV inhibitor: -6%; TbPYK inhibitor: -6%; LmPK inhibitor: -5%; Pf growth 48h: u; Pf growth 96h: u; Sm TGR block: 1%

COc1ccc(N(CC(=O)NN=C2CCCCCCC2)S(=O)(=O)c2ccccc2)cc1Cl
  HCV inhibitor: 11%; TbPYK inhibitor: -10%; LmPK inhibitor: 0%; Pf growth 48h: x; Pf growth 96h: -27%; Sm TGR block: -15%

O=C(CCC1CCCN(C(=O)c2ccc3cc[nH]c3c2)C1)NCc1ccc(F)c(F)c1 (centres undefined)
  HCV inhibitor: -4%; TbPYK inhibitor: 1%; LmPK inhibitor: -3%; Pf growth 48h: u; Pf growth 96h: u; Sm TGR block: 14%

Cc1ccc(C)c(OCC(=O)Nc2ccccc2C(=O)NC2CC2)c1
  HCV inhibitor: u; TbPYK inhibitor: -8%; LmPK inhibitor: -8%; Pf growth 48h: -2%; Pf growth 96h: -18%; Sm TGR block: -27%

Going on with the list:
Short forms – A = HCV inhibitor; B = TbPYK inhibitor; C = LmPK inhibitor; D = Pf growth 48h; E = Pf growth 96h; F = Sm TGR block
Cc1ccc(C(=O)COC(=O)c2ccc(O)cc2)cc1
  A = -7% | B = 2% | C = 0% | D = 20% | E = 68%[activator] | F = 9%

COc1ccc(NC(=O)CCOc2ccc(C)cc2)c(OC)c1
  A = -13% | B = -3% | C = 1% | D = -6% | E = -29% | F = 0%

COc1ccc(CCN2C(=O)CC(Nc3ccc(N4CCOCC4)cc3)C2=O)cc1OC (centres undefined)
  A = -10% | B = -19% | C = 1% | D = u | E = x | F = 20µM*

Cc1ccc(OCCC(=O)Nc2ccc3c(c2)OCO3)cc1
  A = -11% | B = 0% | C = x | D = -23% | E = -16% | F = 0%

C#CCOCCOCCOCCNc1nc(N2CCN(C(=O)[C@H](Cc3ccc(O)cc3)n3cc([C@@H](N)C(C)CC)nn3)CC2)nc(N2CCN(C(=O)[C@H](Cc3cc4ccccc4[nH]3)n3cc([C@@H](N)Cc4ccc(O)cc4)nn3)CC2)n1 (some centres undefined)
  A = x | B = x | C = 9% | D = 10µM* | E = u | F = 0%

CC(C)c1ccc(NC(=O)NN2CCOCC2)cc1
  A = 14% | B = -4% | C = -5%[11.5 µM] | D = i | E = 50%[activator] | F = -7%

COC(=O)CC[C@H](N)C(=O)O
  A = x | B = -7% | C = x | D = 2% | E = -25% | F = x

COc1cccc(/C=C/C(=O)NCCc2ccc(OC)c(OC)c2)c1
  A = 19% | B = -2% | C = -1% | D = 5% | E = -29% | F = -1%

CCCOc1ccc(C(=O)Nc2ccc(Cl)cn2)cc1
  A = -25% | B = -4% | C = u | D = x | E = 40%[activator] | F = 6%

c1ccc(Cn2nnnc2C(c2cccnc2)N2CCN(C3CCCCC3)CC2)cc1 (centres undefined)
  A = -35% | B = 4% | C = -4% | D = u | E = 13µM* | F = -11%

CC(C)CN1CCNC(=O)C1CC(=O)NCCc1ccc(C(F)(F)F)cc1 (centres undefined)
  A = -6% | B = 3% | C = 2% | D = 30%[activator] | E = 9% | F = u

CCCCn1c(CNC(=O)Cc2ccccc2)nc2ccccc21
  A = -6% | B = -1% | C = 6% | D = 11% | E = 6% | F = -1%

COc1cccc(CN2CCN(C(=O)c3cccc(OC)c3)CC2)c1
  A = 9% | B = 4% | C = -4% | D = -15% | E = -15% | F = 84%[activator]

Cn1c(=O)[nH]c(=O)c2c1nc(N1CCN(CCO)CC1)n2Cc1ccccc1Cl
  A = 16% | B = -1% | C = 6% | D = -4% | E = u | F = 6%

CC(C)(C)n1nc2c(c1NC(=O)c1ccc(S(=O)(=O)N3CCCC3)cc1)CSC2
  A = -20% | B = 0% | C = -2% | D = u | E = 1% | F = u

CCOC(=O)C1=C(O)C(=O)N(C2CCCCC2)C1
  A = -10% | B = -2% | C = 1% | D = 32%[activator] | E = -7% | F = 5%

O=[N+]([O-])c1ccc2c(c1)ncn2CCc1ccccc1
  A = 10% | B = 0% | C = -5% | D = u | E = 0.52µM* | F = 2%

CCOC(=O)CN1C(=O)S/C(=C/c2ccco2)C1=O
  A = -6% | B = -2% | C = 5% | D = 14% | E = -20% | F = u

COc1ccc(C(=O)CN2CCOCC2)cc1F
  A = 23% | B = -4% | C = 3% | D = 34%[activator] | E = 0.66µM* | F = -17%

COc1ccc(S(=O)(=O)N2CCCC2C(=O)Nc2nnc(-c3cccnc3)s2)cc1 (centres undefined)
  A = 6% | B = -8% | C = 1% | D = u | E = -11% | F = 0%

O=C(CSc1ncnc2sccc12)NCc1ccc2c(c1)OCO2
  A = u | B = 3% | C = x | D = u | E = u | F = -1%

COC(=O)Nc1nnc(CC(=O)Nc2ccccc2C)s1
  A = 15% | B = -5% | C = 4% | D = 12% | E = 31%[activator] | F = -19%

Cc1cc(SCC(=O)Nc2c(C)n(C)n(-c3ccccc3)c2=O)nc2ccccc12
  A = -5% | B = 4% | C = -9% | D = 2% | E = u | F = u

COC(=O)C(C)Sc1nc2c(cnn2-c2ccc(Cl)cc2)c(=O)[nH]1 (centres undefined)
  A = -23% | B = -9% | C = -6% | D = u | E = 25% | F = 19%

O=C(/C=C/c1ccco1)NC(=S)Nc1cccc(-c2nc3ccccc3o2)c1
  A = u | B = -14% | C = -3% | D = 60%[activator] | E = 17% | F = 0%

Cc1c(NC(=O)c2cn3ccccc3n2)cccc1-n1cnnn1
  A = -2% | B = 0% | C = 3% | D = 70%[activator] | E = 50%[activator] | F = 0%
